TAAR1 antagonist = human TAAR1 antagonism; Q96RJ0; CHO RD-HGA16 TAAR1, Fluo-8 calcium fluorescence, antagonist; inhibition, % at 3 µM; hit rate 1.5% among 360,000; AID 624466;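 active = inhibition above a per-plate cutoff, the mean inhibition of test compounds on that plate plus 3 SD, cut at about 49% in these data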;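 also: 0% = DMSO plus EC80 beta-PEA response and 100% = DMSO alone without agonist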
Target sequence (Q96RJ0 whole entry, looked up): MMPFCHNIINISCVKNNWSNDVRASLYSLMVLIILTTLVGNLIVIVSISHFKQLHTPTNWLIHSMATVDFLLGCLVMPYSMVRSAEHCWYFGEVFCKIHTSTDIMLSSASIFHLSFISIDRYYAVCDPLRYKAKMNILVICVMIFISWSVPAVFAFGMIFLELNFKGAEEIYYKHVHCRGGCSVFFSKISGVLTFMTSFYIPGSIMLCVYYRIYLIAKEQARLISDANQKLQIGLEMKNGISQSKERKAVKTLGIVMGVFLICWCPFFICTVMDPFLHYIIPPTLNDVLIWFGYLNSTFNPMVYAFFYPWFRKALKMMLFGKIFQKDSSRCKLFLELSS
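Test system – hTAAR1-expressing CHO RD-HGA16 cells, Gα16-coupled · Reagent – β-PEA at EC80 concentration, post-compound challenge · Compound dosing – 3 µM, single point · Timing – 140 s kinetic read after compound, 140 s after agonist · Detection – Fluo-8 intracellular calcium dye fluorescence, real-time kinetic reads · Control set – DMSO and EC80 PEA controls · Repeats – n of 1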
CHO-K1 Ca antag = nonselective inhibitor or artifact in parental CHO-K1 cells; ATP-induced calcium, Fluo-8 fluorescence; inhibition, % at 3 µM; hit rate 0.6% among 360,000;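 active = inhibition above a per-plate cutoff, the plate's mean sample inhibition plus 3 SD, cut at about 24% in these data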;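 also: 0% = DMSO plus EC80 ATP and 100% = DMSO alone without ATP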
M1 antag = antagonists of human M1 muscarinic receptor; AID 588852; CHO-K1 hM1, Fluo-8 calcium fluorescence, ACh EC80 antagonist; inhibition, % at 3 µM; hit rate 1.3% among 360,000;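 active = percent inhibition above its own plate's cutoff, namely the mean of that plate's compound wells plus 3 SD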;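 also: peak over basal fluorescence ratio during 140 s after agonist addition; 0% = ACh EC80 plus DMSO and 100% = DMSO alone without agonist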
Target sequence (P11229 whole entry, looked up): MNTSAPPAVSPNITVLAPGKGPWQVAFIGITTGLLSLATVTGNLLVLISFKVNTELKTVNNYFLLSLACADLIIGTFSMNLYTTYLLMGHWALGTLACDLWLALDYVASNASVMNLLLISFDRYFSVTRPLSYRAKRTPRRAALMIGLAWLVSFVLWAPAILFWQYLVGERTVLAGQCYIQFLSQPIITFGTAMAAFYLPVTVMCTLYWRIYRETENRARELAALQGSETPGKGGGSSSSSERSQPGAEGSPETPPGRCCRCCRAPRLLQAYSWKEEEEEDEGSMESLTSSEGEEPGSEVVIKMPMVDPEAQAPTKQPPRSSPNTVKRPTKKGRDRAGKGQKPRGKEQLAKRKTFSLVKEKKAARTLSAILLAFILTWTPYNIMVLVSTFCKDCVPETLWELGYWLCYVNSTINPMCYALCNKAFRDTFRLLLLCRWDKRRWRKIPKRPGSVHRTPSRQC
M1 PAM = human CHRM1 positive allosteric modulation | activation, % at 3 µM | hit rate 0.088% among 360,000 | P11229 | CHO-K1 hM1, Fluo-8 calcium fluorescence, ACh EC20; 0% = ACh EC20, 100% = maximal ACh; in the data active = activation above about 19%, passing the limit was not always enough
CHO parental Ca = counter-screen: ATP calcium response change in parental CHO cells | inhibition, % at 5.6 µM | parental CHO-K1, ATP-induced calcium, Fluo-8 fluorescence | AID 463079 | hit rate 0.63% among 330,000;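 active = inhibition above that plate's mean sample inhibition plus 3 SD, cut at about 26% in these data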;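 also: 0% = ATP-challenged DMSO wells and 100% = DMSO wells without ATP; some compounds past the cut are filed as inactive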
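Measured by: calcium-sensitive Fluo-8 fluorescence / Test system: CHO parental line / Controls: ATP-challenged DMSO wells low, unchallenged DMSO wells high / Measure: % inhibition / Compound: single nominal dose of 5.6 µM per compound / Replicates: single well per compound, no replicates / Reagent: ATP as calcium-mobilizing challenge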
CHO-K1 Ca ag = nonselective activator or artifact in parental CHO-K1 cells | Fluo-8 calcium fluorescence; scaled to maximal ATP response, vehicle zero | activation, % at 3 µM | hit rate 0.48% among 360,000; in the data active = activation above about 15%;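 also: untransfected CHO-K1 host cells lacking M1 receptor as counterscreen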
M1 PAM parental = counter-screen for M1 PAMs: effect in parental CHO-K1 cells | ATP EC20, Fluo-8 calcium fluorescence; 0% at ATP EC20, 100% at ATP max | activation, % at 3 µM | hit rate 0.02% among 360,000;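 active = activation above the run cutoff, the mean activation of all test compounds plus 3 SD, cut at about 40% in these data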;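 also: peak over basal fluorescence ratio in a 140 s read after ATP addition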
TAAR1 agonist = agonists of human TAAR1 | hit rate 0.99% among 360,000 | AID 624467 | CHO RD-HGA16 TAAR1, Fluo-8 calcium fluorescence; vehicle wells 0%, saturating PEA agonist 100% | Q96RJ0 | activation, % at 3 µM;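 active = activation above the mean activation of all test compounds in the run plus 3 SD, cut at about 38% in these data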
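System: CHO RD-HGA16 cells carrying human TAAR1 plus Gα16; Incubation: 17-24 h seeding, 75 min 37 °C dye, 30 min RT; Measured by: Fluo-8 fluorescence, 5 s baseline then 140 s kinetic read; Control set: DMSO and PEA EC100; Replication: single well for each compound.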
CHRM1 agonist = activates human CHRM1 receptor. P11229. CHO-K1 hM1, Fluo-8 calcium fluorescence, agonist mode; 0% DMSO, 100% acetylcholine EC100. activation, % at 3 µM. hit rate 0.33% among 360,000. AID 588814;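 active = activation above the run's mean compound activation plus 3 SD, cut at about 16% in these data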;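 also: peak over basal fluorescence ratio within a 140 s kinetic read after compound addition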
* marks the source's active call; other numbers are inactive results; / = not tested or not shown.

SMILES	TAAR1 antagonist	CHO-K1 Ca antag	M1 antag	M1 PAM	CHO parental Ca	CHO-K1 Ca ag	M1 PAM parental	TAAR1 agonist	CHRM1 agonist
CCNC(=S)Nc1ccc2c(c1)c(=O)n(C)n2Cc1ccc(Cl)cc1	-11.7	-11.0	-3.6	0.3	/	1.2	19.1	1.4	-6.4
O=S(=O)(Nc1ccc(N2CCOCC2)cc1)c1cc(Cl)ccc1Cl	-6.7	-9.6	-8.7	8.1	-7.4	2.7	-9.6	0.1	-1.4
CCNC(=O)C1(C)CCN(C(=O)C(c2ccccc2)c2ccccc2)C1 (stereo not given)	-8.7	2.4	-20.6	10.9	/	0.5	-3.7	-0.1	0.7
NS(=O)(=O)c1ccc(CCNC(=O)CSc2nc3ccsc3c(=O)n2CCCCCC(=O)O)cc1	-13.5	-8.3	-10.9	12.7	-12.5	-0.5	12.7	0.5	-1.8
COc1ccc(NC(=O)c2ccc3c(c2)S(=O)(=O)c2ccccc2C3=O)cc1	31.1	-16.1	-4.0	2.0	0.6	-0.1	12.0	15.1	-2.4
COc1cccc2c(=O)cc(C)n(CC(=O)Nc3ccc(C)c(C)c3)c12	3.2	-6.2	3.5	-3.7	47.4*	5.7	9.2	7.5	-2.2
Cc1ccc(-c2nc(CS(=O)CC(=O)NCCN3CCCC3)c(C)o2)cc1 (stereo not given)	-18.8	7.4	0.5	-1.8	-9.0	0.5	7.7	2.5	-7.0
CC(CCc1ccccc1)NC(=O)CNC(=O)c1cccs1 (stereo not given)	-7.2	-14.1	-8.0	5.2	-6.8	1.1	13.0	1.6	-2.0
O=S(=O)(Cc1cc(Cl)nc(-c2ccccc2)n1)c1ccccc1	-4.3	-17.8	-13.1	5.5	-5.9	0.1	17.6	-1.7	-4.5
COc1ccc(-n2c(C)c(C(C)=O)c3cc(OCC(N)=O)ccc32)cc1	-20.1	-10.8	-2.1	2.1	-5.8	4.0	3.9	4.5	-3.2
Oc1ccc(-c2[nH]ncc2-c2cnn(-c3ccccc3)c2)c(O)c1	-11.2	-9.0	-7.1	9.2	5.2	0.4	7.5	2.5	1.9
O=S(=O)(c1ccccc1)N(c1ccccc1)S(=O)(=O)c1ccccc1	24.5	-17.6	-7.6	-1.1	/	0.2	16.3	-0.8	-5.8

Further compounds
SMILES	TAAR1 antagonist	CHO-K1 Ca antag	M1 antag	M1 PAM	CHO parental Ca	CHO-K1 Ca ag	M1 PAM parental	TAAR1 agonist	CHRM1 agonist
Cc1ccc(S(=O)(=O)N2CCCCC2)cc1NC(=O)CCOc1ccccc1	-4.5	1.1	-5.9	2.1	-14.3	2.5	11.7	0.4	-7.3
CC1(C)Cc2nc3oc4c(SCC(N)=O)ncnc4c3cc2CO1	-24.8	-7.4	-5.8	8.6	0.9	0.0	15.4	0.5	0.3
COc1cc(OC)cc(C(=O)Nc2c(C)nn(-c3ccccc3)c2C)c1	-11.8	-4.4	-3.7	1.6	-9.3	0.1	12.7	8.4	-2.5
Cn1nnnc1SCc1ccc(C(=O)Nc2ccccc2F)cc1	-5.3	1.3	0.1	6.3	-5.5	0.2	0.6	7.1	-3.2
Cc1nnc(-c2ccc(N3CCOCC3)c([N+](=O)[O-])c2)o1	/	-5.8	7.0	2.5	-10.2	0.3	4.9	/	-4.2
CC1(C(=O)NS(=O)(=O)c2cccc(C#N)c2)CCN1C(=O)c1cccc2ccccc12 (stereo not given)	7.3	-16.2	-8.6	1.6	/	0.2	4.2	-0.1	-3.4
CC1(c2nnnn2Cc2ccccc2)CCC(=O)N1CC1CCCCC1 (stereo not given)	17.7	10.7	/	/	/	1.1	-8.4	3.9	/
O=C(Nc1ccc(S(=O)(=O)N2CCOCC2)cc1)c1ccc([N+](=O)[O-])o1	-19.9	-9.3	2.0	15.1	-5.5	2.9	12.9	5.7	0.4
CCOCCCNC(C(=O)Nc1ccc(OC)c(Cl)c1)c1ccccc1 (stereo not given)	-11.7	-12.4	-0.1	3.8	-27.2	0.4	0.7	7.0	-2.1
COc1ccc(C2=NS(=O)(=O)N(C)C(C(=O)NCc3ccc4c(c3)OCO4)=C2)cc1OC	10.8	2.3	-11.6	0.6	-3.4	2.7	9.7	5.3	-3.2
CN(CC(=O)Nc1ccc(Cl)c(C(F)(F)F)c1)C(=O)C1CC(=O)N(C2CCCC2)C1 (stereo not given)	40.7	-12.1	-2.9	2.0	-10.0	1.6	9.7	3.4	-8.0
Cn1ccnc1SCC(=O)c1ccc(F)cc1	-38.9	0.6	-4.6	13.7	-11.4	0.0	13.9	0.7	-3.2

Continuation:
SMILES	TAAR1 antagonist	CHO-K1 Ca antag	M1 antag	M1 PAM	CHO parental Ca	CHO-K1 Ca ag	M1 PAM parental	TAAR1 agonist	CHRM1 agonist
CCCn1c(NC(=O)c2ccc(F)cc2)nc2ccccc21	-5.2	-8.1	-6.5	6.2	-26.6	0.2	5.2	-2.0	-3.0
O=C(NCc1cccc(Cl)c1)c1ccc2ccccc2n1	-22.9	-16.4	-7.2	5.1	-12.2	-0.2	8.6	4.3	-1.9
O=C(Cn1c(=O)cnc2ccccc21)Nc1cccc(S(=O)(=O)N2CCOCC2)c1	-16.7	9.1	-22.8	24.3	-4.9	0.1	-6.6	4.3	-2.3
O=S(=O)(c1cc(Cl)ccc1Cl)N1CCN(c2ccccn2)CC1	3.9	10.4	22.6	-8.9	-21.9	9.6	-6.1	-3.4	-7.3
CCS(=O)(=O)N1CCCC(C(=O)NC2CCC(C)CC2)C1 (stereo not given)	-4.1	-4.8	-10.1	3.8	-1.6	0.3	14.5	3.4	-2.4
CCCC(=O)Nc1nc2ccc(NC(=O)c3ccccc3F)cc2s1	15.5	-9.8	4.9	1.1	-7.9	6.3	9.7	-0.5	0.2
CC(C)C[C@@H]1NC(=O)[C@H](C(C)C)NC(=O)c2cc([N+](=O)[O-])cc(I)c2OCC[C@@H](C(N)=O)NC1=O	/	-4.6	-4.2	9.3	-6.1	0.0	17.1	/	-4.0
CC1CCCCN1C(=O)CCS(=O)(=O)c1cccc2nonc12 (stereo not given)	-30.9	-0.8	-5.8	7.6	14.4	0.6	12.6	0.0	-7.7
CCC1(C(=O)OC)NC(c2cccc(F)c2)C2C(=O)N(C)C(=O)C21 (stereo not given)	-6.9	-15.6	-18.2	17.0	-3.8	-0.1	21.2	-0.7	0.7
Cc1cccc(C)c1NC(=O)C(c1ccccc1)N1CCC2(CC1)OCCO2 (stereo not given)	1.1	-12.7	-15.3	0.6	-7.2	0.3	20.9	7.8	-4.6
O=C(OCC(=O)N1CCC(Cc2ccccc2)CC1)c1cc(Cl)ccc1O	7.7	14.0	-16.8	8.0	-10.2	0.2	-28.1	-1.1	-1.8
CC(=O)N1CCc2ccc([N+](=O)[O-])cc21	-9.1	-8.0	-15.2	11.6	/	0.1	9.4	8.3	-4.2

The last two records of the part above are carried over, then new ones follow:
SMILES	TAAR1 antagonist	CHO-K1 Ca antag	M1 antag	M1 PAM	CHO parental Ca	CHO-K1 Ca ag	M1 PAM parental	TAAR1 agonist	CHRM1 agonist
O=C(OCC(=O)N1CCC(Cc2ccccc2)CC1)c1cc(Cl)ccc1O	7.7	14.0	-16.8	8.0	-10.2	0.2	-28.1	-1.1	-1.8
CC(=O)N1CCc2ccc([N+](=O)[O-])cc21	-9.1	-8.0	-15.2	11.6	/	0.1	9.4	8.3	-4.2
CCOC(=O)c1ccc(NC(=O)Nc2ccccn2)cc1	7.3	0.6	-7.8	-4.6	-17.4	1.2	-2.7	9.6	-0.7
COc1ccc(/C=N/OCc2ccc(Br)cc2)c(OC)c1	-2.4	3.9	-18.2	16.2	-11.8	-0.7	-10.3	-0.1	-1.3
COc1ccccc1C1N(c2cc(Cl)ccc2OC)C(=O)C2CCCN21 (stereo not given)	-17.1	27.3*	-7.3	2.8	-17.7	-0.4	-13.3	0.2	-4.8
Cc1c(Br)c(C(F)(F)F)nn1CC(=O)N1CCCC1	-12.8	-27.4	4.9	-9.8	-15.3	0.5	24.2	2.7	-5.5
O=C(Nc1cccc2ccccc12)c1cn(-c2ccccc2)nc1-c1cccs1	/	0.0	-3.6	3.7	-14.1	0.1	10.4	/	-4.5
CCN1C(c2ccccc2)=C(c2ccccc2)S/C1=C/C=C1\SC(=S)N(C)C1=O	12.6	1.1	18.4	-7.5	/	1.1	-7.1	2.3	-2.1
O=c1cc[nH]c2cc(C(F)(F)F)ccc12	0.0	-6.8	3.8	-0.1	0.1	0.2	-1.7	6.7	-3.5
COC(=O)c1cc(OC)c(OC)cc1NC(=O)Cn1nnc(-c2ccccc2Cl)n1	8.7	-13.5	-1.3	3.1	-6.6	0.1	4.5	2.7	-4.8
COCCNC(=O)NC(=O)COC(=O)C1(c2ccc(Cl)cc2)CC1	5.1	-17.1	1.8	-0.8	0.8	0.7	11.7	0.2	-7.5
C=CCN(C(=O)CNC(=O)c1ccco1)C(C(=O)NC1CCCC1)c1ccc(OC)cc1 (stereo not given)	-9.5	-1.0	-6.1	8.2	1.2	0.2	-8.9	3.1	-2.4
O=C1CCCN1c1ccc(N2CCCC2=O)cc1	-7.9	-11.5	-11.4	15.0	-7.3	0.1	6.6	3.7	0.2
COc1cccc(NS(=O)(=O)Cc2ccccc2)c1	8.9	-9.5	-5.1	3.5	-1.9	0.5	14.7	-0.1	-2.8

The listing continues.
SMILES	TAAR1 antagonist	CHO-K1 Ca antag	M1 antag	M1 PAM	CHO parental Ca	CHO-K1 Ca ag	M1 PAM parental	TAAR1 agonist	CHRM1 agonist
CC(=O)Cn1ncc(N(C)Cc2ccccc2)c(Cl)c1=O	3.0	-16.0	-1.8	2.7	-2.8	1.4	2.0	7.6	-4.9
CN(C(=O)COC(=O)Cn1c(C(F)(F)F)nc2ccccc21)c1c(N)n(Cc2ccccc2)c(=O)[nH]c1=O	-18.3	-4.6	-12.8	9.6	0.5	0.1	-0.2	0.2	-1.6
COc1ccc(S(=O)(=O)N2CCN(C(=O)N(C)C)C2C)cc1 (stereo not given)	-29.5	-3.9	-7.8	5.8	14.2	0.5	12.2	4.5	-3.6
CCCc1nc2c(nnn2Cc2ccccc2)c(=O)[nH]1	/	-13.6	-11.6	17.4	-14.0	-0.1	24.3	/	0.2
C#Cc1cccc(NC(=O)c2ccc(Cl)cc2Cl)c1	-10.4	-7.3	-15.9	9.4	-17.2	-0.1	3.7	-3.2	-6.8
O=C1CCC(OCc2ccccc2)CCN1[C@H](CSc1ccccc1)Cc1ccccc1 (stereo not given in full)	35.5	-3.2	/	/	/	2.2	9.0	3.2	/
O=S(=O)(NCC1CCCO1)c1ccc(Br)cc1 (stereo not given)	5.2	-10.4	-9.7	3.2	9.2	0.9	21.6	0.2	-4.2
COc1ccc(/C=C(\NC(=O)c2ccccc2)C(=O)N2CCC(C)CC2)cc1	-6.8	-1.1	-3.1	2.8	/	2.2	-20.1	1.9	1.4

High-throughput results deposited in PubChem by The Scripps Research Institute Molecular Screening Center.
